Assay outcomes: PubChem BioAssay, several laboratories
Tn6 DDE FP: inhibitors of Tn6 peptide binding to human fibrin DD(E); 0.21% of 370,000 active; inhibition, % at 8.3 µM; Fibrin DD(E) TRITC-Tn6 fluorescence polarization displacement; P02675; AID 720509;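 active means inhibition above a per-campaign cutoff: mean of compounds within control limits plus 3 SD, cut at about 15% in these data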;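 further: 0% = median of all compound wells on the plate and 100% = blocking peptide control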
sPLA2-III inh: Inhibits HGIII-sPLA2 liposome hydrolysis, primary screen | inhibition, % at 12.2 µM | AID 743126 | Q9NZ20 | 0.56% of 370,000 active | QFRET BODIPY PC-A2 liposome hydrolysis, fluorescence;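 active means inhibition above mean plus 3 SD of compounds lying within the high and low control bounds, cut at about 19% in these data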;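 further: 0% = median of test compound wells and 100% = no enzyme DMSO wells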
GC-B act: GC-B (human) receptor activation; HEK293-GC-B cells, CNP EC30, cGMP TR-FRET; 0% at EC30 CNP, 100% saturating CNP; activation, % at 10 µM; 0.11% of 370,000 active; AID 1920062; P20594;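 active means activation at 10 µM reaching about 35% in either raw or pattern-adjusted values, limit read from the data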
ARFGAP1 inh: inhibitors of rat ARFGAP1; Arfgap1-stimulated ARF1 GTP hydrolysis, GDP FP detection; inhibition, % at 16.5 µM; 0.26% of 360,000 active; AID 651572;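 active means inhibition above a per-plate limit, mean inhibition of low control wells plus 3 SD, cut at about 25% in these data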;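 further: 0% = DMSO wells with enzyme and 100% = wells lacking Arfgap1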
Target sequence (Q62848 1-136 limits assumed): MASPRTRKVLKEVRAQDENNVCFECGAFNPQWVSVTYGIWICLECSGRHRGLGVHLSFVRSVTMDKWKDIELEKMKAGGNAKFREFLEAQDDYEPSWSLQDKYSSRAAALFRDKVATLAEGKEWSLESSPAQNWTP
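Material – truncated rat Arfgap1 GAP domain · Buffer or medium – HEPES-based buffer, pH 7.5 · Reagent – human ARF1(Δ1-17)-GTP substrate · Dosing – 16.5 µM single point, 1.26% DMSO · Schedule – GTP hydrolysis reaction 2 h at 25 °C · Technique – GDP detection by fluorescence polarization · Benchmarks – No-Arfgap1 wells (100%) versus DMSO full-reaction wells (0%) · Repeats – single replicate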
rCAG RNA binder: molecules binding r(CAG) RNA repeats. inhibition, % at 3 µM. 1.3% of 370,000 active. r(CAG) RNA repeat, TO-PRO-1 dye displacement fluorescence. AID 651821;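 active means inhibition above the plate cutoff, the mean of all test compounds on that plate plus 3 SD, cut at about 35% in these data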;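 further: 0% = DMSO alone and 100% = 100 µM mitoxantrone as full dye displacement; higher means more dye released from RNA so lower well fluorescence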
ADAM10 inh: ADAM10 inhibition, QFRET primary screen | recombinant ADAM10, EDANS/DABCYL FRET peptide cleavage, 3 h | inhibition, % at 7 µM | 0.62% of 370,000 active | AID 720582;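 active means inhibition above a per-campaign cutoff equal to the mean of compounds falling between control-based bounds plus 3 SD, cut at about 20% in these data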;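 further: 0% = DMSO wells while the 100% control is not disclosed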
GAA850 FXN act: increases GAA850 frataxin promoter reporter activity. HEK293 lucGAA850 FXN promoter luciferase reporter, 24 h; percent of 10 µM SAHA response. 0.56% of 360,000 active. activation, % at 6 µM;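 active means activation above the average of all compounds screened plus 3 SD, cutoff fixed separately per campaign, cut at about 7.5% in these data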;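 further: 0% = DMSO wells and 100% = 10 µM SAHA wells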
proKLK7 act: activates the human kallikrein-7 zymogen. P49862. purified proKLK7, EDANS-DABCYL substrate fluorescence; 100% is mature enzyme control, 0% vehicle. activation, % at 7 µM. 0.9% of 370,000 active;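 active means activation above the mean of all tested compounds plus 3 SD, computed per campaign excluding outliers beyond control limits, cut at about 13% in these data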
Target sequence (P49862 whole entry, looked up): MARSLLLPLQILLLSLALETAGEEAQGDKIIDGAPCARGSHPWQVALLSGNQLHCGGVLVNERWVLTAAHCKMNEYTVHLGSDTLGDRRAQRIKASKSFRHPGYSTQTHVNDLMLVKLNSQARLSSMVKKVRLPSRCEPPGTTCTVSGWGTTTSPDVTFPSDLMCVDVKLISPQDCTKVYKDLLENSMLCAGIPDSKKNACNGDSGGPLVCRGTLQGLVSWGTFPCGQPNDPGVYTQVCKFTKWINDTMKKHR
ASAP1 inh: inhibitors of human ASAP1 ArfGAP activity | Q9ULH1 | ASAP1-stimulated ARF1 GTP hydrolysis, GDP FP detection | inhibition, % at 16.5 µM | 0.19% of 360,000 active; in the data active means inhibition above about 25%;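 further: 0% = vehicle with enzyme and substrate and 100% = no enzyme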
Target sequence (Q9ULH1 325-724 limits assumed): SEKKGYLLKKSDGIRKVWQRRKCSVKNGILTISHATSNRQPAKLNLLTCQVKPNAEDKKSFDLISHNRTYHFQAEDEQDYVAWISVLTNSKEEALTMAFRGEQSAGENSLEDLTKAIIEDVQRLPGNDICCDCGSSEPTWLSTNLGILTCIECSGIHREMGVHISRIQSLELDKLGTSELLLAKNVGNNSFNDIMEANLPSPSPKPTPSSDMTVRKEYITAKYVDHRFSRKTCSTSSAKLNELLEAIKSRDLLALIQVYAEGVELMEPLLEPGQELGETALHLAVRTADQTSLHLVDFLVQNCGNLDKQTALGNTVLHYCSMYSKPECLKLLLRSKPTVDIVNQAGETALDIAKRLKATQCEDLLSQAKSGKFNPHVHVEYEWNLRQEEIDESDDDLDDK
GC-A act: GC-A (human) enzyme activation; HEK293 GC-A cells, cGMP TR-FRET, EC30 ANP; 0% at EC30 ANP, 100% saturating ANP; activation, % at 10 µM; 0.14% of 370,000 active; AID 1671463; in the data active means activation above about 40%
The depositor's hits bear a star; i = inactive; nt = no result given; & = joins results of further samples.

SMILES | Tn6 DDE FP | sPLA2-III inh | GC-B act | ARFGAP1 inh | rCAG RNA binder | ADAM10 inh | GAA850 FXN act | proKLK7 act | ASAP1 inh | GC-A act
CC(NC(=O)CNC(=S)N(Cc1ccccc1)Cc1cccnc1)c1ccccc1 (stereo not drawn) | -11 | -1 | 4 | -5 | -8 | 0 | -0.9 | -0.6 | 13 | -5
CCOC(=O)[C@]12CCCC=C1N(CCC1=CCCCC1)C(=O)[C@H](CC(=O)NCCCN1CCCC1=O)C2 | -3 | 7 | 12 | -14 | -1 | -10 | nt | -0.2 | -5 | 0
Cc1ccc(C(=O)COC(=O)CCCC(=O)NC2CCCCC2)cc1[N+](=O)[O-] | -2 | 19 | -4 | -5 | -7 | -1 | 0.3 | 0.1 | 5 | -2
CCNC(=S)NCc1ccc2[nH]c(C)cc2c1 | -3 | 9 | 4 | 7 | 7 | -3 | -1.4 | 0.4 | 3 | 0
Cn1cccc1Cc1nnc(SCC(=O)Nc2ccc(F)cc2)n1-c1ccc(F)cc1 | -5 | -28 | -1 | 0 | 3 | -14 | 0.3 | 1.2 | 1 | -2
O=C(/C=C/c1ccc(F)cc1)NCCCn1ccnc1 | 2 | 5 | -2 | -9 | 0 | -3 | 0.4 | -0.3 | 5 | -3
COc1ccc(CCNC(=O)C(=O)NCC2CCCO2)cc1 (stereo not drawn) | 5 | 7 | 0 | 3 | -1 | -7 | 1.0 | 0.6 | -14 | 6
COc1ccc(Cc2nc3ccc(C(=O)N4CCCC4)cc3o2)cc1 | -3 | -18 | -4 | 7 | 0 | -9 | 5.8 | -0.6 | -5 | 1
CC(CCc1ccccc1)NC(=O)CN1CCN(c2ccccc2)CC1 (stereo not drawn) | 5 | 3 | -3 | 12 | -4 | 3 | 1.5 | 0.2 | -4 | 5
CNc1oc(-c2ccc(OCc3ccccc3)cc2)nc1C#N | 2 | 0 | 4 | 2 | 6 | -86 | 5.3 | -1.8 | -14 | 1
CC1=C(C(=O)O)N2C(=O)C(NC(=O)c3c(F)cccc3F)C2SC1 (stereo not drawn) | 6 | 2 | 6 | -4 | 3 | 4 | -0.2 | -0.1 | 6 | 1
Cc1csc(CNC(=O)CC2C(=O)NCCN2Cc2ccc(F)cc2Cl)n1 (stereo not drawn) | 6 | 1 | -8 | 5 | -1 | -14 | 0.3 | 0.8 | -5 | 3
Brc1c(CSc2nncc3ccccc23)nc2ccccn12 | 1 | -2 | 4 | 8 | -2 | -2 | 4.9 | 0.1 | -4 | -1
O=C(Nc1cccc(S(=O)(=O)C(F)F)c1)c1ccc(S(=O)(=O)N2CCCCC2)cc1 | -8 | -46 | 9 | 2 | 7 | 17 | 0.6 | 0.0 | 14 | 2
Cn1c2ccc(Cl)cc2c2nc3ccccc3nc21 | 0 | -6 | -7 | 14 | 11 | -19 | 7.1 | -21 | 1 | 8

As entered above.
Brc1c(CSc2nncc3ccccc23)nc2ccccn12 @ ASAP1 inh: -4
COc1ccc(CCNC(=O)C(=O)NCC2CCCO2)cc1 (stereo not drawn) @ ADAM10 inh: -7

The listing continues.
SMILES | Tn6 DDE FP | sPLA2-III inh | GC-B act | ARFGAP1 inh | rCAG RNA binder | ADAM10 inh | GAA850 FXN act | proKLK7 act | ASAP1 inh | GC-A act
NC(=O)NC(=O)C(OC(=O)CCNS(=O)(=O)c1ccccc1)c1ccccc1 (stereo not drawn) | 4 | 2 | 1 | -3 | -5 | -9 | -0.9 | -0.5 | -6 | 4
CCCN(CCC)CCCNC(=O)CN1C(=O)CSc2ccc(S(=O)(=O)N3CCOCC3)cc21 | -11 | 7 | -5 | -3 | -3 | -4 | -0.7 | -0.6 | 15 | -4
O=C1CCC[C@H]2CC3(CC[C@]24CCCN14)OCCO3 | 5 | 1 | 1 | nt | nt | -4 | nt | nt | nt | -1
COc1ccccc1-c1ccc([C@@H]2C[C@H]3[C@H](CON3C)CN2S(=O)(=O)c2cc(Cl)cc(Cl)c2)cc1 | 2 | 3 | -1 | 6 | 6 | -7 | nt | 0.2 | -15 | -2
COc1cccc(NC(=O)CN2C(=O)CSc3ccc(S(=O)(=O)N4CCC(C)CC4)cc32)c1 | 1 | -9 | -3 | 2 | 4 | 21* | -1.9 | 0.4 | -19 | -2
N#Cc1c(OCC(=O)c2ccccc2)nc2c(c1-c1ccco1)CCc1ccccc1-2 | 0 | -8 | -6 | -6 | 16 | -43 | 2.8 | -0.3 | -8 | 2
c1ccc(CN(Cc2ccccc2)C(c2ccnc3ccccc23)c2nnnn2-c2ccc3c(c2)OCCO3)cc1 (stereo not drawn) | -6 | -3 | -5 | -4 | 9 | 1 | nt | -0.1 | 0 | -5
COCCn1c(SCC(=O)N2CCc3ccccc32)nc2c(c1=O)SC(C)C2 (stereo not drawn) | -2 | -2 | 0 | 0 | 3 | 1 | -2.0 | 0.3 | 6 | -1
COc1ccc(NC(=O)c2ccc([N+](=O)[O-])o2)cc1 | -1 | 0 | -4 | 5 | 8 | 0 | 6.8 | 0.1 | -9 | 0
O=C(O)c1ccccc1-c1ccccc1C(=O)Nc1ccc2c(c1)[nH]c(=O)c1ccccc12 | 6 | -28 | -5 | 7 | 68* | -7 | 0.1 | 0.1 | 2 | -2
O=C(CSc1nc2ccccc2n1Cc1ccccc1)NN=C/C=C/c1ccccc1 | -3 | -9 | -4 | nt | 8 | 19 | nt | -0.8 | nt | -7
O=C(Cn1cnc2ccccc2c1=O)c1ccc(OC(F)F)cc1 | -1 | -21 | -1 | 7 | 5 | -2 | 3.5 | -0.3 | -5 | -4
CCCc1nnc(NC(=O)CSc2ncn[nH]2)s1 | -4 | -7 | -2 | 7 | 0 | 2 | -0.2 | -0.2 | -5 | 2
CN1c2cccc3cccc(c23)N(C)C1c1cccs1 | 3 | 6 | -4 | -5 | -1 | -19 | 3.2 | -1.1 | 8 | -5
COc1cc(C(=O)Nc2ccc3nc4n(c(=O)c3c2)CCCCC4)cc(OC)c1OC | 5 | -4 | 11 | -7 | 1 | 0 | -0.4 | 0.1 | 5 | 12
CN(Cc1ccc2c(c1)CCCN2C)C(=O)[C@H]1O[C@@H](n2cnc3c(N)ncnc32)[C@H](O)[C@@H]1O | -6 | 0 | -7 | 11 | 3 | -10 | nt | 1.2 | 4 | -3
CCN(CC(=O)Nc1c(F)cccc1F)C(=O)c1cn2ccccc2n1 | -8 | 10 | 1 | 14 | 4 | -10 | 1.9 | -0.4 | 0 | 0
COc1cc(C2CC(=O)Oc3c(C(CCN4CCCC(C)C4)c4ccc(N(C)C)cc4)c(OC)cc(OC)c32)cc(OC)c1OC (stereo not drawn) | -6 | -2 | -1 | 4 | 6 | 9 | -1.5 | 0.5 | 6 | 0
Cc1nc(SCC(=O)N2CCc3ccccc3C2)c2c(C)c(C)sc2n1 | 2 | 5 | 6 | 0 | -2 | -10 | 1.0 | 0.1 | 8 | 1
Cc1cccc(-c2nc(CS(=O)CC(=O)NCCCSC3CCCCC3)c(C)o2)c1 (stereo not drawn) | 4 | -38 | -5 | 9 | -9 | 3 | -0.7 | 0.8 | -8 | -4
CCOC(=O)c1cc(C)sc1NC(=O)CSc1nccn1C | 2 | -16 | -5 | -15 | -5 | 0 | 2.8 | 0.1 | 3 | -3
COC(Cc1n[nH]c(=S)n1-c1ccccc1)OC | -1 | 12 | 4 | -1 | -3 | 1 | -0.6 | 0.0 | 2 | 2
CC(=O)Nc1cccc(NC(=O)c2ccccc2OCc2ccccc2)c1 | -2 | -11 | 1 | -2 | 3 | 5 | -1.2 | 0.4 | 15 | 8
N=C1CCCN1CC(=O)c1cccs1 | 3 | -3 | 0 | -2 | 0 | 0 | 0.2 | -0.3 | -3 | -1
CC(C)CN1C(=O)C(=O)N(CC(=O)Nc2cccc(Cl)c2Cl)C1=O | -1 | 3 | -2 | 4 | 2 | -1 | 0.5 | 0.4 | -14 | 0
Cc1csc(=Nc2c(C)n(C)n(-c3ccccc3)c2=O)n1Cc1ccccc1 | 4&3 | 11&7 | 5&11 | -8&-12 | 0&-3 | 7&-5 | -1.0&-1.5 | 0.1&0.3 | -10&1 | -3&0
COCCN(C(=O)CSc1nnc(-c2ccccc2F)n1N)c1c(N)n(Cc2ccccc2)c(=O)[nH]c1=O | -2 | 3 | 2 | 10 | -4 | -3 | 0.5 | 0.0 | 6 | 3
CS(=O)(=O)c1ccc(NC(=O)CCN2C(=O)NC3(CCCC3)C2=O)cc1 | -3 | 6 | -3 | 8 | 3 | -16 | 0.5 | 0.1 | 8 | 1
Cc1cc(C)c2c(CC(=O)NC(C)C)coc2c1 | 9 | 1 | 1 | 4 | -2 | -1 | -1.3 | 0.5 | -5 | -2
Cc1cc(C(=O)C(C)OC(=O)C2=NNC(=O)CC2)c(C)n1-c1ccc(OC(F)F)cc1 (stereo not drawn) | 1 | 1 | -2 | -1 | 2 | 4 | 2.3 | 0.9 | -3 | -1
COc1ccc(-c2csc(N3CCC(c4ccccc4)C3)n2)cc1 (stereo not drawn) | -4 | -4 | -2 | -1 | 1 | 5 | 5.8 | -0.3 | 5 | 0
O=C(CN(C1CCCCC1)S(=O)(=O)c1ccc(F)cc1)NCCCO | 0 | 0 | 3 | 13 | -2 | -4 | 0.2 | -0.2 | -2 | -3
CCc1nc2ccc(C(=O)NCCc3c[nH]c4ccccc34)cn2c1N(C)CCCc1ccccc1 | -17 | -63 | -3 | 14 | 10 | -2 | -2.9 | -5.2 | 16 | -5
Cc1ccc2c(c1)cc(CN(CCc1ccccc1)C(=O)N1CCOCC1)c1nnnn12 | 1 | -4 | 3 | 5 | -5 | 3 | -0.4 | 0.4 | -7 | 1
CCOC(=O)NC(=S)Nc1ccc(C(C)(C)C)cc1 | 0 | 8 | 1 | -7 | -4 | 4 | 3.1 | -0.1 | 6 | 4
Cn1c(=O)c(=O)n(C)c2cc(N3CCOCC3)c(NS(=O)(=O)c3ccc(Br)cc3)cc21 | -6 | 3 | -6 | -4 | 5 | -6 | 0.9 | -1.3 | -6 | 2
O=S(=O)(NCc1nc2ccccc2[nH]1)c1ccccc1 | 1 | 0 | 1 | 1 | -4 | -9 | 0.7 | 0.6 | 7 | 5
Cc1cc(C(=O)COC(=O)c2n[nH]c3ccccc23)c(C)n1CC1CCCO1 (stereo not drawn) | -1 | -8 | -2 | 6 | -1 | -1 | -5.3 | -0.6 | 0 | 0
N#C/C(=C\c1ccc([N+](=O)[O-])o1)C(=O)Nc1ccc(F)cc1 | 9 | -12 | 22 | -12 | 52* | -23 | 1.8 | 3.3 | -10 | 38
CNC(=O)C1(C)CCN1C(=O)c1ccccc1CCc1ccccc1 (stereo not drawn) | -1 | -3 | 0 | 5 | 0 | 3 | -0.3 | 0.4 | 3 | -3
CCc1nc(-c2ccc(-c3ccc(OC)cc3)nc2OC)no1 | -3 | -18 | -6 | 9 | -3 | i | 5.7 | -13 | 10 | -1
